AddAB inh: less growth of phage-infected E. coli with AddAB; inhibition, % at 11.9 µM; AID 435030; E. coli expressing H. pylori AddAB, absorbance growth; hit rate 0.29% among 330,000; in the data active = inhibition above about 12%;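 note: 0% = vehicle wells of infected cells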
Arrestin-AP2 inh: human beta-arrestin and AP2 interaction inhibition; hit rate 0.31% among 340,000; AID 504490; FITC-arrestin peptide / GST-AP2 beads, flow cytometry; AP2 beta2 appendage carries R879A mutation; inhibition, % at 10 µM;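 active = inhibition above a set limit, near 3 SD of compounds lacking own fluorescence, cut at about 54% in these data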;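 note: plate controls were DMSO wells for no effect and 5 µM unlabelled arrestin peptide for full effect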
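Material – GST-tagged AP2 beta2-adaptin appendage (R879A) on 4 µm glutathione beads · Probe or stimulus – fluorescein-tagged arrestin peptide at 50 nM final · Timing – 12 min plus 1 h, RT · Detection – bead flow cytometry, FITC channel · Read-out basis – inhibition as reduced fluorescein signal on beads, percent · Medium – PBS plus Tween 20 (0.05%) and BSA (0.1%)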
PKA-R1A activ: activators of PKA-R1A complex; PKA-R1A dissociation, Cy5-IP20 fluorescence polarization; scaled: DMSO 0%, 113 µM cGMP 100%; activation, % at 11.4 µM; hit rate 0.083% among 340,000; P00514+P68181;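 active = percent activation above the mean of all tested compounds plus 3 SD, cut at about 19% in these data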;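 note: higher means more PKAc released from R1A so a rise in polarization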
Tat export inh: inhibitors of E. coli Tat protein transport | E. coli MC4100 TorA-mCherry Tat export, fluorescence | inhibition, % at 10 µM | hit rate 0.036% among 340,000;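 active = mean replicate inhibition at least 50% and at least half of replicates individually reaching 50%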;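 note: exported cargo escapes ClpAP degradation while cytoplasmic cargo is degraded and loses fluorescence; 0% = median of neutral control wells and 100% = median of NaSCN control wells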
OPRM1-OPRD1 ag: agonists of human mu-delta opioid receptor heterodimerization; hit rate 0.3% among 340,000; activation, % at 9.3 µM; cells, OPRM1-OPRD1 heterodimerization, luminescence; AID 504326; in the data active = activation above about 18%;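 note: 0% = vehicle-treated cells and 100% = reference agonist; values of inactives mirror those of a sister screen read the other way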
Mot1-301 SUMO: SUMOylation pathway inhibition by Mot1-301 growth rescue | growth rescue, % at 18.8 µM | hit rate 1% among 320,000 | S. cerevisiae Mot1-301 growth rescue, ATP luminescence, 38.5C; percent above DMSO median, 100 means doubled;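 active = every valid replicate shows activation above 250% relative to neutral control wells; inactive = the rest, any valid replicate at or below 250%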;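 note: OY570 slx delta 5 strain wells were the positive control but not used for scaling; some compounds called inactive have numbers as strong as hits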
DSG3 Ab inh: human desmoglein-3 autoantibody binding inhibition; P32926; DSG3-coupled beads, scFv-anti-DSG3-GFP binding, flow cytometry; active compounds read low; binding (percent of control), % at 10 µM; hit rate 0.48% among 310,000; AID 588358;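 active = binding more than 3 SD below its plate's average and above zero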;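 note: hits lower antibody fragment binding to DSG3; some compounds called inactive have numbers as strong as hits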
Target sequence (P32926 whole entry, looked up, the tested form may be a part): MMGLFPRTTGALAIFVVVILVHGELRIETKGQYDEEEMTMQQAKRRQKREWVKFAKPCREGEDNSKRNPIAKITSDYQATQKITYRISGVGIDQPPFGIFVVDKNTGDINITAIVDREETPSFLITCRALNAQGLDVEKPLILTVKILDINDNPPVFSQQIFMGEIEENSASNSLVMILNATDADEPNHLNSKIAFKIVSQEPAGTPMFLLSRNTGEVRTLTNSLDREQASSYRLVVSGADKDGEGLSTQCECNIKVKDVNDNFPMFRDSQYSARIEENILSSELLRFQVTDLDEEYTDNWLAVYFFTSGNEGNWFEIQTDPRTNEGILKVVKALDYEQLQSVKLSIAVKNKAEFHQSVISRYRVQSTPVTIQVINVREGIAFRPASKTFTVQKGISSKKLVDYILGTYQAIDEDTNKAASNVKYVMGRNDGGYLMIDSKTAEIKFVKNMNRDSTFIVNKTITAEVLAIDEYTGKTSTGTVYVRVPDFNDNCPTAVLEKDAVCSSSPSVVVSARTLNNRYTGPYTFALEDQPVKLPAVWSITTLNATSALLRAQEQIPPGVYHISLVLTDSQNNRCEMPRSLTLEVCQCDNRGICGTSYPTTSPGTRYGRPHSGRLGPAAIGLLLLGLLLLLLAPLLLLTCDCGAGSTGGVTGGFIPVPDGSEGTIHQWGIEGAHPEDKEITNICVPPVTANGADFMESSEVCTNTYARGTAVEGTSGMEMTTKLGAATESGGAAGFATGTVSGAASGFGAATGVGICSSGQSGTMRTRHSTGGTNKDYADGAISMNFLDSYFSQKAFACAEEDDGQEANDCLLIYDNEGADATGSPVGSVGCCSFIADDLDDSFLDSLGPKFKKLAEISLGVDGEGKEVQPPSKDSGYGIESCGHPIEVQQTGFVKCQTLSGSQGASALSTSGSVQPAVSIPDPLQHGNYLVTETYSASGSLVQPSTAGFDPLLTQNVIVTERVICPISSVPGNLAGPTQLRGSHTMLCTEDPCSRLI
OPRM1-OPRD1 inv: inverse agonists of human mu-delta opioid receptor heterodimerization; P35372+P41143; cell-based MOR-DOR heterodimer luminescence, inverse agonism; inhibition, % at 9.3 µM; hit rate 0.21% among 340,000; AID 504357; in the data active = inhibition above about 22%, passing the limit was not always enough;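 note: 0% = cells with DMSO and 100% = wells without cells with DMSO; values of inactives mirror those of a sister screen read the other way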
E coli growth: counter-screen for AddAB inhibitors: E. coli growth inhibition. E. coli V3065 growth, OD600 absorbance, 18 h. inhibition, % at 11.9 µM. hit rate 0.27% among 330,000;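 active = inhibition above the campaign's mean inhibition across all tested compounds plus 3 SD, cut at about 9.9% in these data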;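 note: uninfected addAB+ strain grown without phage in ampicillin broth; 0% = DMSO wells and 100% = ciprofloxacin 0.95 µg/ml wells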
phage Ecoli inh: E. coli growth loss with phage present; inhibition, % at 11.9 µM; hit rate 0.26% among 360,000; AID 651602; growth absorbance; in the data active = inhibition above about 11%
PfHsp90 set2: inhibits growth of yeast expressing Plasmodium falciparum Hsp90; AID 504621; S. cerevisiae expressing PfHsp90, BacTiter-Glo ATP, 48 h; yeast lacking PDR1 and PDR3 efflux regulators; hit rate 0.32% among 310,000; inhibition, % at 9.4 µM;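 active = every replicate shows inhibition above about 80%, whatever the replicate mean, limit read from the data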;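 note: 0% = DMSO neutral controls and 100% = 20 µM radicicol positive controls; yeast relying on Plasmodium falciparum Hsp90 in place of its own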
Starred values were filed as active, the others as inactive; nt = not tested or not shown.

cpd | smiles | AddAB inh | Arrestin-AP2 inh | PKA-R1A activ | Tat export inh | OPRM1-OPRD1 ag | Mot1-301 SUMO | DSG3 Ab inh | OPRM1-OPRD1 inv | E coli growth | phage Ecoli inh | PfHsp90 set2
1 | COCCN1CCn2c(nc3cc(NS(C)(=O)=O)ccc32)C1 | -1.9 | -23.0 | -6.0 | -0.7 | nt | -4.9 | 113.0 | nt | 0.0 | 0.2 | -7.5
2 | NC(=S)Cc1nc2n(n1)Cc1ccccc1-2 | 2.5 | 17.4 | 1.6 | 2.8 | 2.5 | 61.3 | 95.7 | -13.5 | 1.7 | 2.2 | 18.5
3 | O=C(CSc1ccc(Cl)cc1)N1CCC(c2nc3ccccc3s2)CC1 | 4.3 | nt | 2.5 | 18.6 | 2.5 | -2.4 | nt | -10.4 | 2.8 | 1.3 | 0.0
4 | CCCCN(C1CCS(=O)(=O)C1)S(=O)(=O)c1ccc(OC)cc1 (centres undefined) | 1.4 | 30.4 | -2.6 | 1.7 | 2.5 | -10.5 | 109.9 | -13.7 | 2.2 | 1.7 | -7.8
5 | CCOC(=O)N1CCN(C(=O)c2ccc(S(=O)(=O)Nc3cccc(C(F)(F)F)c3)cc2)CC1 | 0.8 | -2.7 | 3.2 | 9.6 | 0.0 | -9.5 | 109.8 | -0.2 | 1.7 | nt | nt
6 | CCN1C(=O)/C(=C\C=C2/C=CC=CN2CC)SC1=S | 0.7 | -4.8 | 4.4 | -2.6 | -2.1 | -14.4 | 124.7 | 11.8 | 0.9 | -2.0 | 14.5
7 | O=C(CSc1nnc(CNC(=O)c2cccs2)o1)Nc1cccc(F)c1 | -2.1 | 11.1 | -6.2 | -4.2 | -0.7 | 5.8 | nt | 3.7 | 0.4 | 1.7 | 21.1
8 | COc1ccc(OCCSc2nnc3c(Cl)cc(Cl)cn23)cc1 | 1.1 | -0.6 | -1.9 | -2.6 | -1.4 | 188.3 | 77.1 | 7.0 | 1.4 | 3.4 | -13.1
9 | N#CC1(Nc2cccc(Br)c2)C(=O)Nc2ccccc21 (centres undefined) | 1.2 | -9.7 | 6.6 | -2.9 | -9.3 | -3.0 | 104.3 | 49.6* | 1.3 | 1.8 | 11.8
10 | O=C(Nc1ccc(Br)cc1)c1ccc(CSC2=NCCS2)cc1 | 3.7 | 2.2 | 1.1 | -0.3 | 3.5 | 2.3 | 95.6 | -20.4 | 2.7 | 4.1 | -15.5
11 | COc1ccccc1N1CCN(Cc2ccc(-c3ccccc3[N+](=O)[O-])o2)CC1 | 3.9 | 6.2 | -3.8 | -10.0 | 2.7 | 202.4 | 106.2 | -14.7 | 1.2 | -0.7 | 2.2
12 | Cc1cc(Cl)cc2sc(NC(=O)c3ccco3)nc12 | 3.0 | 5.9 | -2.3 | -3.5 | -0.2 | -0.5 | 100.0 | 1.4 | 2.0 | nt | 6.4
13 | CC(=O)NCCc1ccc(C(=O)COC(=O)c2ccco2)cc1 | -0.2 | 3.0 | -17.9 | -5.2 | 3.6 | -16.0 | 98.5 | -18.1 | -0.3 | 3.2 | 10.3
14 | COc1cc(N=c2oc3c(C)ncc(CO)c3cc2C(N)=O)cc(OC)c1OC | 0.3 | 4.3 | -11.2 | -6.2 | -0.3 | nt | 115.2 | 1.6 | -0.6 | -0.9 | nt
15 | Cc1ccc(-c2nnc(SCC(=O)NC3CCCC3)n2C)cc1 | -0.1 | -7.0 | -9.7 | -0.3 | 0.0 | 1.7 | 98.9 | 0.2 | -0.4 | -2.2 | -19.4
16 | CCC(=O)Nc1nc2ccc(NC(=O)c3cc(OC)c(OC)c(OC)c3)cc2s1 | 1.0 | 10.4 | -7.9 | -9.4 | -1.3 | 1.8 | 95.9 | 6.1 | 0.1 | -1.1 | 2.8
17 | CN(C)CCCn1cnc2c(c1=N)C(c1ccccc1)c1ccc3ccccc3c1O2 (centres undefined) | -4.9 | 1.9 | -4.3 | 7.8 | 0.9 | -3.2 | 117.6 | -4.3 | -1.8 | 2.9 | -6.5
18 | CCC1CCC(N2CCN(c3ccc([N+](=O)[O-])cc3)CC2)CC1 (centres undefined) | nt | 4.5 | 8.5 | -5.2 | 6.1 | 9.1 | 112.6 | -31.5 | nt | 1.6 | 11.7
19 | O=C(Nc1cccc2ccccc12)/C(Cl)=C/c1ccccc1 | 2.6 | 28.3 | 2.6 | 7.0 | 3.3 | 7.0 | 105.8 | -16.3 | -1.6 | 3.6 | nt
20 | CC(OC(=O)Cn1c(C(F)(F)F)nc2ccccc21)C(N)=O (centres undefined) | 3.0 | 0.8 | -9.6 | -8.0 | -2.2 | -3.8 | 79.4 | 12.1 | 2.2 | 2.0 | -12.1
21 | CCC(C)n1cnc2c(c1=O)c1nc3ccccc3nc1n2-c1ccc2c(c1)OCCO2 (centres undefined) | -0.8 | 10.7 | 1.5 | -0.7 | -3.2 | -31.1 | 42.4* | 16.6 | -1.7 | 1.5 | -12.7
22 | CCCCN1C(=O)C(=O)N(CC(=O)c2ccc3c(c2)OCO3)C1=O | 3.0 | 33.3 | -15.7 | 2.7 | -1.3 | 62.9 | 100.5 | 7.2 | -0.7 | 1.5 | 10.3
23 | O=C(Nc1ccc2c(c1)OCO2)C1CCCN1C(=O)Nc1ccccc1F (centres undefined) | 0.4 | 8.8 | -14.7 | 1.4 | -0.3 | -5.5 | 104.3 | 1.8 | -2.9 | -1.2 | 3.5
24 | Cc1cc(C)cc(NC(=O)Nc2cccc(S(N)(=O)=O)c2)c1 | -0.6 | 7.9 | nt | nt | nt | 2.7 | 94.2 | nt | -2.1 | -2.8 | nt
25 | Cc1ccc(S(=O)(=O)N2CCN(C(=O)N(C)C)CC2)cc1 | 0.9 | 0.4 | -22.1 | -4.3 | -2.0 | -14.8 | 105.0 | 11.0 | 0.2 | 2.1 | -14.2
26 | O=C(NC1=NCCS1)c1cc(-c2cccnc2)nc2ccccc12 | 2.1 | -12.5 | 1.7 | -3.8 | -4.1 | -9.8 | 99.0 | 19.7 | -3.6 | 2.3 | -26.6
27 | Cn1c(=O)c2sc3c(c2n(CC(=O)Nc2ccccc2)c1=O)COC(C)(C)C3 | 4.0 | -4.8 | 3.8 | 0.1 | -1.4 | 53.4 | nt | 7.4 | -2.4 | -0.3 | -17.0
28 | COc1ccc(C(=O)Nc2ccc(S(=O)(=O)NC(C)=O)cc2)cc1[N+](=O)[O-] | 0.9 | -11.1 | -2.0 | -13.3 | -0.4 | -10.6 | 105.7 | 2.0 | 1.1 | 0.1 | -31.5
29 | CC(=O)c1ccc(N2CCN(C(=O)c3cc4c(s3)CCCC4)CC2)cc1 | 1.2 | -14.4 | -9.2 | 0.3 | -2.1 | -1.7 | 98.3 | 9.9 | 1.0 | 0.8 | -9.6
30 | S=C(Nc1ccc(Cl)cc1Cl)Nn1cnnc1 | -1.7 | -4.7 | -2.5 | -3.9 | -2.3 | -3.5 | 79.8 | 14.9 | 0.7 | 3.1 | -3.7
31 | Cc1ccc(C(=O)NC(NCc2ccco2)C(Cl)(Cl)Cl)cc1 (centres undefined) | 3.0 | 55.0* | -12.7 | 1.9 | -1.7 | 11.5 | 100.5 | 8.7 | 1.7 | 1.8 | 8.2
32 | O=C(COC(=O)Cc1c(Cl)cccc1Cl)NCc1ccco1 | 0.3 | -11.4 | -6.8 | 6.7 | -0.5 | 18.8 | 99.7 | 2.1 | 0.8 | 2.2 | -6.2
33 | COC(=O)c1cccc(NC(=O)CN2C(=O)C3CCCCC3C2=O)c1 (centres undefined) | nt | 10.4 | 4.8 | -1.2 | -4.7 | nt | 91.9 | 24.4 | nt | 5.9 | nt
34 | NC(=O)c1ccccc1N=Cc1cccnc1 | 1.4 | -10.9 | 7.2 | 5.6 | -2.8 | -2.9 | 109.3 | 15.0 | 0.3 | 3.5 | -5.3
35 | CNS(=O)(=O)c1cccc(C(=O)OCC(=O)N2c3ccccc3CC2C)c1 (centres undefined) | 1.3 | 15.2 | 0.8 | 4.4 | -0.5 | 1.6 | 101.9 | 2.5 | -1.2 | 0.9 | 28.9
36 | COC(=O)c1cc2occc2n1CC(=O)N(C)C1CCCCC1 | -0.1 | 6.4 | 7.4 | 2.5 | -0.3 | 3.5 | 103.1 | 1.8 | -0.2 | 3.0 | -7.5
37 | Cc1ccc(CS(=O)(=O)CCC(=O)NCCN2CCCC2)cc1 | 1.9 | 0.1 | -5.0 | -2.1 | -3.1 | -6.7 | 103.1 | 17.5 | 1.1 | -0.2 | -19.4
38 | O=C1C=C(c2ccc(Oc3ccccc3)cc2)C[C@@H](c2ccc3c(c2)OCO3)C1 | 0.0 | -2.3 | 4.2 | -3.0 | -1.9 | 14.6 | 105.8 | 8.7 | -0.6 | 2.1 | -5.5
39 | Cc1ccnc(N2CCC(C(=O)NCc3ccccc3F)CC2)n1 | 3.9 | 8.1 | -3.5 | 2.6 | -1.0 | -11.3 | 99.0 | 5.4 | -1.8 | 6.0 | 1.4
40 | CSc1nc2ccc(NC(=O)C3CC(=O)N(Cc4ccccc4)C3)cc2s1 (centres undefined) | 1.2 | 4.1 | 0.6 | -9.0 | -0.6 | -17.9 | 103.0 | 3.8 | -1.7 | 0.0 | 8.0
41 | CC(=O)N1CC[n+]2c(-c3ccc(Cl)cc3)csc21 | -0.5 | -6.6 | -1.9 | -3.9 | -4.5 | -23.9 | 92.6 | 21.0 | -2.2 | 4.6 | -39.1
42 | O=C(c1ccc(F)cc1)N1CCN(S(=O)(=O)c2ccc(Br)cc2)CC1 | 0.1 | -6.8 | -5.0 | 5.2 | -1.5 | -2.7 | nt | 7.8 | 0.8 | 2.1 | -25.7
43 | Cn1c(=O)c2[nH]c(CCCc3ccc([N+](=O)[O-])cc3)nc2n(C)c1=O | nt | -6.5 | 9.3 | -21.5 | -2.8 | nt | nt | 13.4 | nt | 2.3 | -7.2
44 | C#CCOCCOCCOCCNc1nc(N2CCN(C(=O)[C@H]([C@@H](C)O)n3cc(CCCCN)nn3)CC2)nc(N2CCN(C(=O)[C@H](C)n3cc(CCCN=C(N)N)nn3)CC2)n1 | 0.0 | -0.6 | 0.4 | -1.9 | -3.1 | 15.3 | 106.8 | 17.6 | -1.0 | nt | 10.9
45 | COc1ccc(NC(=O)CSc2ccc3nnc(CCNC(=O)c4ccccc4)n3n2)cc1OC | 1.9 | 15.8 | -3.4 | 4.3 | -6.0 | -2.8 | 103.2 | 19.6 | -2.0 | -0.6 | 13.6
46 | O=C(CCc1ccccc1)NC(NC(=S)Nc1ccc(Br)cc1)C(Cl)(Cl)Cl (centres undefined) | 4.5 | -1.3 | -1.4 | -0.3 | 9.6 | 3.4 | 87.5 | -53.1 | 0.9 | 2.8 | -13.9

Bioassay records as filed in PubChem.
